Rac1 mut GTP: GTP binding modulators of activated mutant Rac1, primary screen, biochemical, bead-based flow cytometry, multiplex, fluorescent GTP | GST-Rac1 activated beads; actives lie on both sides; 100% means binding = to untreated wells | percent activity (GTP binding), % at 10 µM | 190,000 compounds, 0.11% hits;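 active = GTP binding at least 20 percentage points away from the 100% baseline, in either direction, so actives lie on both sides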
Rab2 wt GTP: modulators of GTP binding to Rab2A wildtype, primary screen, biochemical, dog, bead-based flow cytometry, multiplex; GTP binding activity, % at 10 µM; Ras-related protein Rab-2A (Canis lupus familiaris), P61105; 190,000 compounds, 0.19% hits; AID 760, 2007; GST-Rab2 wt beads, Bodipy-GTP binding;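 active = GTP binding activity at least 20 points away from 100%, either lowered or raised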;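 note: 0% = beads with excess unlabeled GTP and 100% = no-compound control corrected for plate trend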
ABCG2 inh: ABCG2 efflux pump inhibitors, primary screen, multiplex with ABCB1, IgMXP3 cells, flow cytometry. JC-1 efflux. inhibition, % at 6.6 µM. 190,000 compounds, 0.1% hits. AID 1325, 2008;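 active = inhibition above 80%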;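 note: 0% = DMSO and 100% = nicardipine control wells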
Target sequence (Q9UNQ0 whole entry, looked up): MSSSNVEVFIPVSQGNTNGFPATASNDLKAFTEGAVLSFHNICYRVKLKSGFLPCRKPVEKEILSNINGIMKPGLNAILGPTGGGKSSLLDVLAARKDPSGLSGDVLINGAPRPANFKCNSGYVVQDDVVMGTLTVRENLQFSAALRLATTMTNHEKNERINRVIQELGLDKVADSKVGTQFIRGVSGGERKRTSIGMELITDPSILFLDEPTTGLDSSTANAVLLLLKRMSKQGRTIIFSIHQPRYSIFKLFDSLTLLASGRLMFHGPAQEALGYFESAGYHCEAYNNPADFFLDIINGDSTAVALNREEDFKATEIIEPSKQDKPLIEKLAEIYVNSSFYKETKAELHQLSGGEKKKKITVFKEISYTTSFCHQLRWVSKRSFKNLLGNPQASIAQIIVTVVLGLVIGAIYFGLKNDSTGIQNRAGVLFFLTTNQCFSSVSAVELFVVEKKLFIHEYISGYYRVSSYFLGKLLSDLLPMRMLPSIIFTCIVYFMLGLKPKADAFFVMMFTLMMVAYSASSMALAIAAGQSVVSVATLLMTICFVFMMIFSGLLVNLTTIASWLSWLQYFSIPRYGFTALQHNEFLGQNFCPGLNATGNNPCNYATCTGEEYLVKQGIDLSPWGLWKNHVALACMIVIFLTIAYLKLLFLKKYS
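Test system: IgMXP3 (ABCG2) plus far-red-tagged CCRF-Adr (ABCB1) cells. Reagent: JC-1 dye as substrate. Timing: 10 min exposure at 25 °C with rotation, no wash. Measured by: flow cytometric JC-1 green MFI at 530 nm. Read-out: percent efflux inhibition, scaled nicardipine 100% to DMSO 0%. Control set: nicardipine and DMSO wells.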
Rac1 wt GTP bind: wildtype Rac1 GTP binding modulators, primary screen, biochemical, GST-Rac1 beads, flow cytometry, multiplex; Ras-related C3 botulinum toxin substrate 1 (Homo sapiens), P63000; fluorescent GTP binding; actives lie on both sides; 0 = cold GTP competed, 100 = untreated; GTP binding activity (% of control), % at 10 µM; 190,000 compounds, 0.27% hits;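 active = GTP binding activity at least 20 points away from the 100% control level, either lower or higher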
ABCB1 block: ABCB1 efflux pump inhibitors, primary screen, cell-based, multiplex, flow cytometry, ABCG2 counter-screen | ATP-dependent translocase ABCB1 (Homo sapiens), P08183 | 190,000 compounds, 0.067% hits | AID 1326, 2008 | CCRF-Adr cells, JC-1 efflux | inhibition, % at 6.6 µM; in the data active = inhibition above about 40%;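 note: 0% = vehicle and 100% = reference inhibitor; higher value means more JC-1 retained so stronger ABCB1 efflux block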
Avidin fluor: green autofluorescence of compounds with avidin beads – biophysical, 488/530 nm, flow cytometry, artefact control, profiling panel | fluorescence (KMESF) at 10 µM | compound fluorescence 488/530 nm; stronger effect = higher value | 220,000 compounds, 0.38% hits; in the data active = fluorescence above about 47; note: inactives centre near 10
Rab7 wt GTP bind: modulators of GTP binding to Rab7, primary screen, biochemical, wildtype, multiplex bead flow cytometry | Rab7 GTPase wild type (dog), Bodipy-FL-GTP binding | GST-Rab7 beads, fluorescent GTP binding; actives lie on both sides; untreated = 100%, excess cold GTP = 0% | GTP binding activity (percent of control), % at 10 µM | 190,000 compounds, 0.055% hits;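 active = fluorescent GTP binding to Rab7 beads changed by at least 20 points from the 100% baseline, either direction, mostly lower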;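 note: median green fluorescence of bound Bodipy-FL-GTP per Rab7 bead population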
GSH bead fluor: compound fluorescence on glutathione beads, profiling panel, artefact control, biophysical, 488/530 nm, flow cytometry. GSH beads flow cytometry, compound fluorescence 488/530 nm; stronger effect = higher value. fluorescence (KMESF) at 10 µM. 190,000 compounds, 0.25% hits. AID 1776, 2009; in the data active = fluorescence above about 89;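 note: glutathione beads carrying GST-tagged Bcl family fusion proteins plus one bare bead set; values are compound well signal with DMSO vehicle wells as background; inactives centre near 16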
HRas wt GTP: modulators of GTP binding to HRas wildtype, primary screen, biochemical, bead-based flow cytometry, multiplex | GST-Ras wt beads, Bodipy-FL-GTP binding; actives lie on both sides | GTP binding activity, % at 10 µM | 190,000 compounds, 0.14% hits | AID 759, 2007;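 active = GTP binding activity at least 20% away from the 100% baseline, either lowered as inhibitor or raised as activator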;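 note: 0% = unlabeled GTP competition control and 100% = no-compound control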
Target sequence (P01112 whole entry, looked up): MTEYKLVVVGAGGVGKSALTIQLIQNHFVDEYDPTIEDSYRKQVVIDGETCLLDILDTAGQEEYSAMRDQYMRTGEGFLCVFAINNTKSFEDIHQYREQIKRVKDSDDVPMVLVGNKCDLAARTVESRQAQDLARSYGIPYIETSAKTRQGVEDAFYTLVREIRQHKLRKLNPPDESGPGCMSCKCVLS
Cdc42 wt: modulators of GTP binding to wildtype Cdc42, primary screen, biochemical, multiplex bead flow cytometry, Bodipy-GTP | Cell division control protein 42 homolog (Homo sapiens), P60953 | GST-Cdc42 beads; actives lie on both sides | percent activity (GTP binding), % at 10 µM | 190,000 compounds, 0.2% hits | AID 761, 2007;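 active = percent activity GTP binding at least 20 points away from the 100% baseline, either down as inhibitor or up as activator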;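 note: median bead fluorescence of bound Bodipy-FL-GTP at 100 nM; 0% = excess unlabeled GTP control and 100% = no compound control; below 100% means less GTP binding so inhibitor and above means activator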
Target sequence (P60953 whole entry, looked up): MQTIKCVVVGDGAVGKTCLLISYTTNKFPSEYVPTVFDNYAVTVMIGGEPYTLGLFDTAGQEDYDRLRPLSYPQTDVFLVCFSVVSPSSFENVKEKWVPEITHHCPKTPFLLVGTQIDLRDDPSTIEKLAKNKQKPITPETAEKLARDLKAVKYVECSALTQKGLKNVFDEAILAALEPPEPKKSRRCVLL
Pf gametocyte: late stage P. falciparum gametocyte viability inhibitors, primary screen, ATP luminescence, HTS | P. falciparum stage V gametocytes, 24 h | inhibition, % at 10.9 µM | 150,000 compounds, 0.065% hits;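 active = inhibition above the mean plus 3 SD of compounds within the control limits, set per campaign, cut at about 38% in these data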;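 note: 0% = DMSO wells and 100% = medium only without gametocytes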
An asterisk follows results filed as active; . = not tested or not shown.

SMILES	Rac1 mut GTP	Rab2 wt GTP	ABCG2 inh	Rac1 wt GTP bind	ABCB1 block	Avidin fluor	Rab7 wt GTP bind	GSH bead fluor	HRas wt GTP	Cdc42 wt	Pf gametocyte
Brc1cccc(CNCc2cccs2)c1	99	103	-3	104	.	10	105	11	104	102	-22
COC(=O)c1cn(Cc2ccccc2C)nn1	98	99	1	102	0.5	4	101	11	100	102	-6
CC(=O)N(C)c1ccc(NC(=O)C(Sc2ccccc2)c2ccccc2)cc1 (stereo not given)	93	97	-3	94	-0.2	12	96	15	95	98	6
CC(=O)c1c(O)cc(C)n(Nc2nc(C)cc(C)n2)c1=O	99	102	1	104	0.1	8	100	17	104	103	.
Cc1ccc(-n2cc(C(=O)c3ccccc3O)cn2)cc1	100	98	6	101	0.6	30	98	13	99	99	-6
Cc1ccc(S(=O)(=O)NCc2ccco2)c(C)c1C	95	98	0	95	0.1	38	101	13	99	99	.
Cc1cc(C)c(N=Cc2c(O)n(-c3nccs3)c(=O)c3ccccc23)c(C)c1	100	107	11	110	4.0	8	101	19	105	104	.
O=C(C1CCCCC1)N1CCCC(c2nc(-c3ccc(F)cc3)no2)C1 (stereo not given)	105	105	0	110	0.0	4	105	28	106	107	.
CN(CC(=O)NCc1ccc(F)cc1)S(=O)(=O)c1cccc2nsnc12	96	101	5	99	1.5	9	101	15	100	101	-7
Cc1ccc(OCCCC(=O)Nc2ccc(N3CCOCC3)cc2)cc1	98	101	11	106	0.6	16	101	30	104	100	-23
COCCn1c(SCC(=O)NCC2CCCO2)nc2c(c1=O)SC(C)C2 (stereo not given)	99	100	-1	101	0.0	5	100	16	102	100	.
CCN(CC)S(=O)(=O)c1ccc(Cl)c(NC(=O)COc2ccc(OC)cc2)c1	93	96	0	99	0.3	10	103	13	99	96	-28
COc1ccc(S(=O)(=O)N2CCCC(C(=O)Nc3cccc(C(C)=O)c3)C2)cc1 (stereo not given)	101	102	16	106	2.4	29	101	23	103	104	.
NC(=O)C1CCN(C(=O)c2cnn(-c3ccccc3)c2NC(=O)c2ccco2)CC1	98	100	5	102	0.0	11	100	31	100	103	-3
Cc1cc(N2CCOCC2)ccc1/C=C1\NC(=O)N(Cc2ccccc2F)C1=O	95	97	-1	99	-0.2	4	103	22	99	94	.
O=C(NCc1cccnc1)C1COc2ccccc2O1 (stereo not given)	102	102	1	108	0.4	16	104	37	104	102	4
CN(C)C(=O)C1Cc2ccccc2CN1S(=O)(=O)c1cccs1 (stereo not given)	92	96	9	97	-0.1	8	99	9	98	98	7
O=S(=O)(Cc1cc(Cl)nc(-c2ccccc2)n1)c1ccccc1	100	101	0	102	0.1	4	101	50	100	101	.
CCOC(=O)n1c(=O)n(Cc2ccc(Cl)cc2Cl)c2ccccc21	91	89	4	91	1.4	16	94	17	92	89	-6
Cc1c(N=C2NN=C(c3ccc(Cl)cc3)CS2)c(=O)n(-c2ccccc2)n1C	94	96	0	96	0.1	13	96	10	96	95	9
O=C(COc1ccccc1)Nc1ccc(Cl)cn1	96	96	8	95	0.3	9	95	11	97	99	23
O=C(/C=C/c1cn(-c2ccccc2)nc1-c1cccc(Cl)c1)N1CCN(c2ccccn2)CC1	97	95	6	95	6.8	9	98	17	91	90	-17
O=C(CSc1ccc2nnc(-c3ccccn3)n2n1)NCc1ccc2c(c1)OCO2	100	104	2	107	0.7	6	103	23	105	105	.
CC(C)CN(CC(C)C)c1nnc(NC(=O)Cn2c(=O)oc3ccccc32)s1	98	96	0	97	-1.7	5	100	24	96	99	.
Cc1ccc(NC(=O)C2CC(=O)N/C(=N/N=C/c3ccco3)S2)cc1 (stereo not given)	98	98	-6	104	-0.2	11	100	11	99	104	.

More results
SMILES	Rac1 mut GTP	Rab2 wt GTP	ABCG2 inh	Rac1 wt GTP bind	ABCB1 block	Avidin fluor	Rab7 wt GTP bind	GSH bead fluor	HRas wt GTP	Cdc42 wt	Pf gametocyte
Cn1c(SCC(=O)C(C)(C)C)nnc1-c1ccccn1	99	101	1	103	0.9	4	101	18	102	102	-7
COc1ccc(C2=CC(c3cccc(OC)c3)n3nnnc3N2)cc1 (stereo not given)	99	100	-5	102	-0.7	5	99	11	101	102	8
COCCN1C=C(C(=O)OC)C(c2ccccc2Cl)C(C(=O)OC)=C1	95	103	-3	104	0.2	10	109	20	104	102	-3
Cc1cc(O)c(-c2ccno2)cc1Cl	100	100	12	103	5.3	1	97	7	97	102	-1
COc1ccc2o/c(=N\O)c(C(=O)Nc3ccccc3OC)cc2c1	99	105	5	108	1.1	10	101	10	103	105	.
CCOC(=O)c1[nH]c(C)c(C(=O)N2CCN(C(=O)c3ccco3)CC2)c1C	99	99	15	105	1.4	35	96	24	101	103	.
Cc1ccc(Nc2nnc(-c3ccncc3)s2)c(Br)c1	99	99	11	104	0.7	12	101	19	102	103	17
COc1cccc(OCCSc2nc(C)c(Cc3ccccc3)c(=O)[nH]2)c1	96	98	23	100	0.5	14	94	13	97	98	8
CCOC(=O)c1cc2c(C(F)(F)F)cc(-c3cccnc3)nc2o1	98	100	0	99	-2.1	8	100	31	99	99	.
Cc1cccc(-n2c(Cc3ccccc3)nnc2SCC(=O)N2CCOCC2)c1	99	99	1	106	0.2	4	103	27	103	103	.
N#C/C(=C/c1ccc(N2CCCCCC2)o1)c1ccc(F)cc1	101	105	2	103	0.3	3	103	25	101	103	.
Cc1nn(-c2cccc3cccnc23)c(=O)c2ccccc12	100	103	1	110	0.0	8	101	10	102	105	.
O=C(CSc1nccn1-c1ccccc1)NO	95	97	-1	95	0.1	8	93	10	97	97	19
Cc1cccc(NC(=O)CCN2C(=O)C3C4C=CC(C4)C3C2=O)c1 (stereo not given)	103	102	10	105	0.5	34	97	24	102	106	.
COc1cccc(C2CC(c3cccs3)=NN2S(C)(=O)=O)c1 (stereo not given)	92	95	2	95	0.1	10	97	15	96	96	-26
O=C(NC(=S)NCCO)c1sc2ccccc2c1Cl	95	94	31	97	0.7	12	92	13	97	92	-25
CCC(Sc1ncccc1C(=O)OC(C)C)C(=O)N1CCOCC1 (stereo not given)	98	99	2	98	0.8	35	96	16	100	100	.
CN(C)c1ccnc2sc3c(SCc4ccc(Cl)cc4)ncnc3c12	102	100	-5	102	-0.5	6	103	10	100	90	.
CCN(CC)C(=O)N1CCn2c(nc3ccccc32)C1	99	101	8	108	1.6	5	102	19	103	102	.
CCCNC(=O)NCCc1ccncc1	103	104	3	107	0.2	10	102	12	104	108	.
C=CCNC(=O)CSc1nnc(-c2ccccn2)n1Cc1ccccc1	93	99	0	101	0.0	12	103	23	101	98	-9
O=C1c2oc3ccccc3c(=O)c2C(c2cccc(F)c2)N1CCCO (stereo not given)	101	104	2	102	0.5	9	101	20	103	104	9
CCc1cccc2c(C(=O)CSc3nnc(-c4ccoc4C)n3C)c[nH]c12	103	109	1	115	0.2	12	105	24	110	114	14
CCN(CC)S(=O)(=O)c1cccc(C(=O)N/N=C/c2ccc([N+](=O)[O-])o2)c1	93	96	8	95	0.1	9	106	12	95	95	2
Cc1cc(C)c(S(=O)(=O)n2cnc3ccccc32)c(C)c1	98	100	3	102	0.2	8	97	25	99	101	.

Structural class, the compounds so far containing an NH in an aromatic ring (3)
SMILES	Rac1 mut GTP	Rab2 wt GTP	ABCG2 inh	Rac1 wt GTP bind	ABCB1 block	Avidin fluor	Rab7 wt GTP bind	GSH bead fluor	HRas wt GTP	Cdc42 wt	Pf gametocyte
CCOC(=O)c1[nH]c(C)c(C(=O)N2CCN(C(=O)c3ccco3)CC2)c1C	99	99	15	105	1.4	35	96	24	101	103	.
COc1cccc(OCCSc2nc(C)c(Cc3ccccc3)c(=O)[nH]2)c1	96	98	23	100	0.5	14	94	13	97	98	8
CCc1cccc2c(C(=O)CSc3nnc(-c4ccoc4C)n3C)c[nH]c12	103	109	1	115	0.2	12	105	24	110	114	14

More structures.
SMILES	Rac1 mut GTP	Rab2 wt GTP	ABCG2 inh	Rac1 wt GTP bind	ABCB1 block	Avidin fluor	Rab7 wt GTP bind	GSH bead fluor	HRas wt GTP	Cdc42 wt	Pf gametocyte
CNC(=O)c1cc2cc(Cc3ccccc3Cl)ccc2oc1=O	96	98	13	95	1.5	8	105	20	98	97	8
Cc1c(Cl)cccc1NC(=O)Cc1ccc([N+](=O)[O-])cc1	99	100	4	103	0.7	11	104	10	100	101	12
O=C(CCS(=O)(=O)c1cccc2nsnc12)NC1CCCCCC1	96	99	2	99	-0.2	26	101	7	101	100	3
Cc1scc(C(=O)N/N=C/c2ccc(OC(C)C)cc2)c1C	101	105	7	102	1.2	12	100	17	104	104	6
CC(C)CNc1cc(N2CCCC2)ccc1[N+](=O)[O-]	97	100	3	98	0.0	10	101	9	99	99	.
c1ccc2c(c1)N1CCCN=C1N2CCN1CCCCC1	98	100	-1	98	0.0	22	107	11	99	97	0
Cc1cccc(-c2nc(=S)c3c(o2)CCCC3)c1	98	100	-1	107	-0.2	9	97	12	101	101	14
CCOc1ccc2nc(NC(=O)CSc3nc(-c4ccccc4)c(C#N)c(=O)[nH]3)sc2c1	78*	87	-4	82	-1.8	3	95	11	85	82	9
NC(=O)c1ccc(NC(=O)CSC2=Nc3ccccc3C3CC=NN23)cc1 (stereo not given)	97	98	1	99	0.4	44	99	16	97	98	.
O=C(CCl)Nc1cccc(Oc2ccccc2)c1	95	99	3	100	0.6	23	104	22	99	97	-13
Cc1ccc(CNC(=O)CSc2nc(C)cs2)cc1	94	97	-1	98	-0.2	5	97	10	96	94	.
CCOC(=O)C1CCN(c2cc(=O)n(Cc3ccc(F)cc3)c(=O)[nH]2)CC1	99	102	1	103	0.3	6	106	25	104	103	.
O=C(Nc1nnc(-c2cccs2)o1)C1CC1	97	95	4	100	1.4	6	95	19	97	98	.
O=C(Nc1nnc(SCc2ccc(F)cc2)s1)C1CC(=O)N(c2ccc3c(c2)OCCO3)C1 (stereo not given)	99	100	14	100	0.2	13	98	12	100	98	.
Cc1ccc(N2C(=O)CC(Sc3ncn[nH]3)C2=O)cc1C (stereo not given)	98	97	1	100	0.1	15	101	28	99	98	11

Compound activity deposited in PubChem by several laboratories.

The order is random; any-hit rate near 1.1%.
